# GASC1 inh – inhibitors of human demethylase GASC-1 KDM4C. inhibition, % at 12.5 µM. 0.15% of 96,000 active. GST-KDM4C 2-372, H3K9me3 peptide, LANCE TR-FRET. Q9H3R0. AID 720574;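 active means mean replicate inhibition above about 25%, with at least 55% of replicates also reaching it, limit read from the data, passing the limit was not always enough; inconclusive means only one of those two conditions met; inactive means neither condition met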
# Target sequence (Q9H3R0 2-372 limits assumed): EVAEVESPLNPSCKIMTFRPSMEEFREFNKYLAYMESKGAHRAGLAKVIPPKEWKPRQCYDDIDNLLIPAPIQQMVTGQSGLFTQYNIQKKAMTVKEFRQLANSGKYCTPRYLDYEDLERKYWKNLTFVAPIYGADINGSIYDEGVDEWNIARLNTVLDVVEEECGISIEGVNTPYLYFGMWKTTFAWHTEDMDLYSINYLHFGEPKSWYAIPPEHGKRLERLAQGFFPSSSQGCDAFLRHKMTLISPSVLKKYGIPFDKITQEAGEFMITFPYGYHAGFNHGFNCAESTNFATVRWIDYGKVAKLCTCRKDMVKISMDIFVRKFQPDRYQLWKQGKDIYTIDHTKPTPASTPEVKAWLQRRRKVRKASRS
#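 Test system: N-terminal GST-fused human GASC-1 (KDM4C) fragment, residues 2-372; quantity: GASC-1 enzyme at 10 nM final in reaction; dosing: single dose; schedule: 30 min demethylation and 1 h detection at room temperature; signal: LANCE TR-FRET, excitation 340 nm, emissions 618 and 671 nm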
# T cruzi growth – T. cruzi proliferation inhibition. inhibition, % at 8.34 µM. AID 624255. T. cruzi beta-gal in NIH3T3, GalScreen luminescence, 90 h. 5.9% of 77,000 active;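 active means mean inhibition above about 93%, with at least 55% of replicates each passing it, limit read from the data, passing the limit was not always enough; inconclusive means only one of those two conditions holds; inactive means neither condition holds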
# C diff growth – inhibitors of Clostridium difficile growth. Clostridium difficile clinical isolate growth, OD600, 24 h; active compounds read low. growth activity, negative = inhibition, % at 16 µg/mL (by protocol). 0.25% of 86,000 active;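 active means mean growth activity at or below -80% and every replicate also at or below -80%; inconclusive means mean at or below -80% but some replicate above -80%; inactive means mean growth activity above -80%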;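 further: 0% = DMSO wells and -100% = levofloxacin 16 µg/mL wells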
# Pf Dd2 growth – inhibitors of Plasmodium falciparum Dd2 growth; P. falciparum Dd2 growth, SYBR Green, 72 h; active compounds read low; 2.3% of 94,000 active; activity change, % at 10 µM; in the data active means activity change below about -80%; inconclusive means no clear call, values can overlap the other calls
# The depositor's hits bear a star; u = inconclusive; x = no result given. The order is random (roughly 6.7% active in at least one column).
SMILES,GASC1 inh,T cruzi growth,C diff growth,Pf Dd2 growth
C[C@@H]1CN([C@@H](C)CO)S(=O)(=O)c2ccc(-c3cccc(C(=O)N(C)C)c3)cc2O[C@H]1CN(C)Cc1ccc2c(c1)OCO2,0.4,x,-1.3,-82.4*
C[C@H]1CCCCO[C@H](CN(C)S(=O)(=O)c2ccc(Cl)cc2)[C@@H](C)CN([C@@H](C)CO)C(=O)c2cc(NC(=O)Nc3ccc(C(F)(F)F)cc3)ccc2O1,-4.8,75.0,1.4,-72.4
C[C@H](CO)N1C[C@H](C)[C@H](CN(C)Cc2ccc(C(=O)Nc3ccccc3N)cc2)Oc2ccc(NC(=O)Cc3ccccc3)cc2CC1=O,-2.1,x,15.2,-87.4*
COCC(=O)Nc1ccc2c(c1)C(=O)N(C)C[C@@H](OC)[C@H](C)CN(C(=O)Cc1ccccn1)[C@H](C)CO2,2.0,7.2,x,-5.9
CCCNC(=O)N1CC2(C1)[C@@H](c1ccccc1)[C@H](CO)N2C(=O)C1CCC1,2.3,x,-0.4,16.9
C[C@H](CO)N1C[C@H](C)[C@@H](CN(C)Cc2cccc(F)c2)Oc2cc(C#CC3CC3)ccc2S1(=O)=O,14.3,x,5.9,-15.8
Cc1noc(C)c1NC(=O)Nc1cccc2c1O[C@H](CN(C)Cc1ccc(C(=O)O)cc1)[C@@H](C)CN([C@H](C)CO)C2=O,11.7,-95.8,-1.0,25.9
COc1ccc(C#Cc2cccc(-c3nc(C(=O)N[C@@H]4CCN(Cc5ccccc5)C4)cc4c3[C@@H](CCO)N(S(=O)C(C)(C)C)C4)c2)cc1OC (stereo partly specified),x,x,-2.4,-88.2*
C[C@@H]1CN([C@@H](C)CO)C(=O)c2ccccc2-c2ccccc2CO[C@@H]1CN(C)S(=O)(=O)c1ccccc1,-1.6,-5.6,x,6.5
COc1ccc2c3c([nH]c2c1)[C@@H](CO)N(C(=O)C1CCC1)CC31CN(S(C)(=O)=O)C1,0.2,x,2.1,-4.3
CNC(=O)C[C@@H]1CC[C@@H]2[C@@H](COc3ccc(NC(=O)NC(C)C)cc3C(=O)N2C)O1,-0.9,6.9,5.2,-5.1
CO[C@H](CN(C)CC1CCOCC1)[C@H](C)CN(C(=O)Nc1ccc(F)cc1)[C@H](C)CO,0.0,3.7,x,19.8
Cn1cnc(S(=O)(=O)NC[C@@H]2CC[C@@H]3[C@@H](CN3Cc3nccs3)O2)c1,x,x,-0.9,28.5
COc1ccc(CNC(=O)C[C@H]2C[C@@H]3c4cc(NC(=O)C5CCC5)ccc4O[C@@H]3[C@@H](CO)O2)cc1,1.3,57.2,-7.6,-25.3
O=C([C@H]1[C@H](CO)[C@H]2Cn3c(cccc3=O)[C@H]2N1C(=O)CC1CC1)N1CCCCC1,2.9,3.5,-1.7,1.6
COc1ccc(CN2CC3(CN(C(=O)Cc4ccccc4)C3)c3c([nH]c4cc(OC)ccc34)[C@H]2CO)cc1,-1.3,x,-3.1,-88.6*
CN1c2ccc(-c3ccc(C#N)cc3)cc2[C@@H]2[C@@H](CCN2S(=O)(=O)c2cccc(F)c2)[C@H]1CO,-12.7,67.9,1.8,14.7
N#C[C@H]1[C@@H](c2ccc(-c3ccccc3)cc2)[C@@H](CO)N1S(=O)(=O)Cc1ccccc1,-1.0,90.9,-0.1,-15.0
O=S(=O)(Cc1ccccc1)NCC[C@H]1CC[C@@H](NS(=O)(=O)c2ccccc2)[C@H](CO)O1,1.0,-34.2,0.4,-25.9
C[C@H]1CN([C@@H](C)CO)C(=O)CCCn2nncc2CO[C@@H]1CN(C)C(=O)CCC(F)(F)F,-1.9,-11.6,0.7,4.0

# Shown as a hit in Pf Dd2 growth, among the entries above:
smiles | GASC1 inh | C diff growth | Pf Dd2 growth
C[C@@H]1CN([C@@H](C)CO)S(=O)(=O)c2ccc(-c3cccc(C(=O)N(C)C)c3)cc2O[C@H]1CN(C)Cc1ccc2c(c1)OCO2 | 0.4 | -1.3 | -82.4*
C[C@H](CO)N1C[C@H](C)[C@H](CN(C)Cc2ccc(C(=O)Nc3ccccc3N)cc2)Oc2ccc(NC(=O)Cc3ccccc3)cc2CC1=O | -2.1 | 15.2 | -87.4*
COc1ccc(C#Cc2cccc(-c3nc(C(=O)N[C@@H]4CCN(Cc5ccccc5)C4)cc4c3[C@@H](CCO)N(S(=O)C(C)(C)C)C4)c2)cc1OC (stereo partly specified) | x | -2.4 | -88.2*
COc1ccc(CN2CC3(CN(C(=O)Cc4ccccc4)C3)c3c([nH]c4cc(OC)ccc34)[C@H]2CO)cc1 | -1.3 | -3.1 | -88.6*

# (cont.)
SMILES,GASC1 inh,T cruzi growth,C diff growth,Pf Dd2 growth
COc1cccc(CNC(=O)C[C@@H]2CC[C@@H]3[C@H](COc4ccc(NC(C)=O)cc4C(=O)N3C)O2)c1,-0.3,-7.1,-4.8,-0.7
C[C@H]1CN([C@@H](C)CO)C(=O)c2cccc(NC(=O)c3nc4ccccc4s3)c2O[C@H]1CN(C)S(=O)(=O)c1ccccc1,-1.1,77.0,-7.5,-32.5
CCC(=O)N1CC(=O)N2[C@@H](CO)[C@@H](c3ccc(C#CC(C)C)cc3)[C@@H]2C1,1.3,x,-3.3,0.1
C[C@H]1CN([C@@H](C)CO)C(=O)c2cc(C#CC3CC3)cnc2O[C@@H]1CN(C)C(=O)c1ccc(F)cc1,-0.1,65.6,3.3,-27.3
COCCNC(=O)C[C@H]1C[C@@H]2c3cc(NC(=O)C4CCC4)ccc3O[C@@H]2[C@@H](CO)O1,2.1,x,11.4,5.5
CCCNC(=O)N1CC(=O)N2[C@H](CO)[C@@H](c3ccc(C#Cc4cccc(OC)c4)cc3)[C@@H]2C1,0.7,x,-1.6,-37.6
COc1ccc(NC(=O)Nc2ccc3c(c2)C(=O)N([C@@H](C)CO)C[C@@H](C)[C@H](CN(C)S(=O)(=O)c2ccc(OC)cc2)O3)cc1,-0.8,14.7,3.4,-17.3
CNC[C@@H]1Oc2ncc(-c3ccccc3C)cc2C(=O)N([C@H](C)CO)C[C@@H]1C,-2.7,x,5.4,-21.0
CCCN1[C@@H]2Cn3c(cccc3=O)[C@H]1[C@@H](C(=O)N[C@H](C)c1ccccc1)[C@@H]2CO,-0.3,x,-4.3,42.4
CC(C)NC(=O)Nc1ccc2c(c1)C(=O)N([C@H](C)CO)C[C@H](C)[C@H](CN(C)Cc1ccccc1)OCCCC[C@@H](C)O2,-0.6,-13.1,-2.0,-1.3
Cc1ccc(-c2ccc([C@H]3[C@H]4CN(C(=O)Nc5cccc(F)c5)CCCCN4[C@H]3CO)cc2)cc1,-2.0,72.1,48.0,14.5
Cc1noc(C)c1NC(=O)N[C@@H]1CC[C@@H](CCNC(=O)C2CCCCC2)O[C@H]1CO,0.3,-81.3,-1.7,-27.1
O=C(C[C@H]1C=C[C@@H](NC(=O)C2CC2)[C@H](CO)O1)NCc1ccncc1,0.0,x,2.6,17.1
C[C@H]1CN([C@@H](C)CO)C(=O)c2cc(NC(=O)Cn3cnnn3)ccc2O[C@@H]1CN(C)C(=O)NC1CCCCC1,-0.1,66.1,0.4,-0.3
CO[C@@H]1CN(C)C(=O)c2cc(NC(C)=O)ccc2OC[C@@H](C)N(C(=O)C2CC2)C[C@H]1C,x,-33.3,-2.7,-31.3
O=C(C[C@@H]1C[C@H]2c3cc(NS(=O)(=O)c4ccc(F)cc4)ccc3O[C@H]2[C@@H](CO)O1)N1CCCCC1,-3.3,x,-1.1,-9.7
CCN1[C@H](C(=O)OC)[C@@H](CO)[C@@H]2Cn3c(ccc(C4=CCCCC4)c3=O)[C@@H]21,1.9,102.6*,0.3,-8.1
COCC(=O)N(C)C[C@@H]1Oc2ncc(C#CC(C)(C)O)cc2C(=O)N([C@@H](C)CO)C[C@H]1C,1.0,x,-7.1,-23.1
O=C(Nc1ccc(F)cc1)N1CCCCN2[C@H](CO)[C@H](c3ccc(C4=CCCCC4)cc3)[C@@H]2C1,-0.3,118.2*,-0.8,-4.8
Cc1noc(C)c1NC(=O)N(C)C[C@H]1Oc2ccc(NC(=O)Nc3ccc(C(F)(F)F)cc3)cc2C(=O)N([C@@H](C)CO)C[C@H]1C,-2.1,5.3,9.9,-55.7
CC(C)NC(=O)Nc1ccc2c(c1)C(=O)N([C@H](C)CO)C[C@@H](C)[C@@H](CN(C)C)OCCCC[C@H](C)O2,0.7,14.2,-0.5,10.1
O=C(C[C@H]1C=C[C@H](NC(=O)C2CCC2)[C@@H](CO)O1)NC1CCCCC1,1.8,x,0.0,x
CCC(=O)N[C@@H]1CC[C@@H](CC(=O)NCc2cc(F)cc(F)c2)O[C@@H]1CO,0.0,-30.9,x,1.5
COc1ccc(CN(C)C[C@H]2OCCCC[C@@H](C)Oc3ccc(NC(=O)Nc4ccc(C(F)(F)F)cc4)cc3C(=O)N([C@@H](C)CO)C[C@H]2C)cc1,x,56.4,-14.4,-87.5*
COc1ccc(CN(C)C[C@@H]2Oc3ccc(NC(=O)NC4CCCCC4)cc3C(=O)N([C@@H](C)CO)C[C@@H]2C)cc1,-0.4,x,-4.0,7.7
C[C@@H]1CN([C@@H](C)CO)C(=O)c2c(c3ccccc3n2C)-c2ccccc2CO[C@H]1CN(C)Cc1ccc2c(c1)OCO2,-0.5,x,3.2,-82.9*
O=C(NCC[C@H]1CC[C@H](NC(=O)C2CCCC2)[C@@H](CO)O1)Nc1ccc(Cl)cc1,-1.1,x,0.7,3.9
C[C@H]1CN([C@@H](C)CO)C(=O)c2cccc(NC(=O)C3CCCCC3)c2O[C@H]1CN(C)S(=O)(=O)c1ccc(F)cc1,-1.0,-45.2,4.4,-23.5
CCNC(=O)Nc1ccc2c(c1)C(=O)N(C)[C@@H]1CC[C@H](CC(=O)NCc3cccc(F)c3)O[C@@H]1CO2,1.9,49.5,-1.7,-13.5
CC(C)NC(=O)N(C)C[C@@H]1OCCCC[C@@H](C)Oc2ccc(NS(=O)(=O)c3ccc(Cl)cc3)cc2C(=O)N([C@H](C)CO)C[C@@H]1C,18.2,-1.5,8.0,x
CCCNC(=O)C[C@H]1CC[C@@H]2[C@H](COC[C@@H](O)CN2C(=O)Nc2ccccc2OC)O1,0.4,-24.9,x,-7.2
CC(=O)N1CC2(C1)[C@@H](c1ccccc1)[C@@H](CO)N2Cc1cccc(Cl)c1,-0.7,x,4.1,13.6
CCC(=O)N1CC2(C1)[C@H](c1ccc(-c3ccccc3C)cc1)[C@H](CO)N2C(C)=O,-1.1,x,-11.7,-46.4
Cc1noc(C)c1NC(=O)N(C)C[C@@H]1OCCCC[C@H](C)Oc2ccc(NC(=O)C3CCCCC3)cc2C(=O)N([C@@H](C)CO)C[C@H]1C,0.4,25.0,-3.2,5.8
C[C@@H]1CN([C@H](C)CO)C(=O)c2cccc(NC(=O)C3CCCCC3)c2O[C@H]1CN(C)Cc1ccc(C(=O)Nc2ccccc2N)cc1,-3.6,75.9,14.7,-85.5*
CCC(=O)N1CC2(C1)CN(S(C)(=O)=O)[C@@H](CO)c1c2c2ccc(OC)cc2n1C,-0.5,x,-2.3,-3.2
CN1CCN(C(=O)C[C@@H]2CC[C@H]3[C@H](COc4ccc(NC(=O)c5ccc(F)c(F)c5)cc4C(=O)N3C)O2)CC1,0.7,21.1,-6.0,1.4
C[C@@H]1CN([C@H](C)CO)C(=O)c2cc(NC(=O)Nc3ccccc3)ccc2O[C@H]1CN(C)C(=O)Nc1ccc(F)cc1,-0.1,x,-3.4,7.6
C[C@H](CO)N1C[C@H](C)[C@H](CN(C)C(=O)Nc2ccc(C(F)(F)F)cc2)Oc2ccc(NC(=O)C3CCCCC3)cc2C1=O,-3.4,u,2.4,-68.6
OC[C@@H]1[C@@H](c2ccc(-c3ccccc3)cc2)[C@@H]2CN(CCC(F)(F)F)CCCCN12,0.2,90.9,-10.1,-28.1
Cc1noc(C)c1S(=O)(=O)Nc1ccc2c(c1)CC(=O)N([C@@H](C)CO)C[C@H](C)[C@H](CN(C)Cc1ccc(C(=O)O)cc1)O2,1.1,-9.5,3.7,7.3
O=C(C1CCC1)N1CC2(C1)[C@@H](c1ccccc1)[C@@H](CO)N2C(=O)CC1CC1,-1.0,x,1.3,22.6
CCCNC(=O)Nc1ccc2c(c1)C(=O)N(C)C[C@H](OC)[C@@H](C)CN(Cc1ccc(-c3ccccn3)cc1)[C@@H](C)CO2,0.6,68.5,x,-49.4
Cc1ccc(-c2ccc3c(c2)O[C@H](CN(C)C(=O)C2CCC2)[C@H](C)CN([C@@H](C)CO)S3(=O)=O)cc1,2.5,120.8*,10.8,-50.4
COc1cccc(NC(=O)N2CC(=O)N3[C@H](C2)[C@@H](c2ccc(C4=CCCC4)cc2)[C@@H]3CO)c1,1.8,x,-1.0,1.1
CCCNC(=O)N1CC2(C1)[C@@H](c1ccccc1)[C@@H](CO)N2Cc1ccccn1,-0.9,x,7.4,10.8
C[C@@H]1CCCCO[C@@H](CN(C)CC2CC2)[C@@H](C)CN([C@H](C)CO)C(=O)c2cc(NS(C)(=O)=O)ccc2O1,-0.6,34.6,-4.5,19.4
COc1ccc(S(=O)(=O)N[C@@H]2CC[C@@H](CC(=O)NCc3ccccc3F)O[C@H]2CO)cc1,0.5,9.1,2.4,23.0
COCC#Cc1cnc2c(c1)C(=O)N([C@@H](C)CO)C[C@@H](C)[C@H](CN(C)Cc1ccccc1)O2,x,-17.2,1.4,-33.5
